Large T inhibition = SV40 large T antigen inhibitors, biochemical (AID 1903). SV40 large T antigen ATPase/helicase inhibition assay; higher % means a stronger effect. inhibition, % at 20 µM, or IC50 in µM where a hit was titrated. 310,000 tested, 0.39% active; in the data active means a potency from the dose series; inconclusive means inhibition mostly from about 32% at the one dose, without a potency; inactive means the rest, 99 in 100 with inhibition below about 32%; further: strong numbers were not always called active
RSV CPE inhibition = RSV antiviral activity via CPE protection, HEp-2 cells, primary 10 µM value included (AID 2391). CPE inhibition, % at 10 µM, or IC50 in µM where a hit was titrated. 310,000 tested, 0.13% active. HEp-2 cells, RSV-induced CPE inhibition; higher % means a stronger effect; in the data active means a potency from the dose series; inconclusive means CPE inhibition mostly from about 23% at the one dose, without a potency; inactive means the rest, 99 in 100 with CPE inhibition below about 21%; further: strong numbers were not always called active
MgcRacGAP inhibition = MgcRacGAP GTPase-activating activity inhibitors, confirmation, biochemical, ADP Hunter fluorescence; Rac GTPase-activating protein 1 (Homo sapiens); 340,000 tested, 0.6% active; MgcRacGAP-stimulated Rac1 GTP hydrolysis, ADP Hunter fluorescence; higher % means a stronger effect; GST-tagged Rac1 F28L mutant substrate; inhibition, % at 30 µM, or IC50 in µM where a hit was titrated;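 active means first-screen hits whose inhibition reached a set limit at any dose in the follow-up dose series; inconclusive means inhibition above the set first-screen limit but never retested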;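 further: fluorescence reports GDP produced by GAP-driven GTP hydrolysis; strong numbers were not always called active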
K1F lysis inhibition = inhibition of K1F phage lysis, E. coli UTI89, bacterial capsule biogenesis inhibitors, alamar blue (AID 488966); one-dose inhibition, % at 100 µM; IC50 in µM for titrated hits; 340,000 tested, 0.02% active; E. coli UTI89 K1F phage lysis, alamar blue, 2 h; higher % means a stronger effect;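 active means phage lysis inhibition, versus mean bacterial control, above a set limit; inconclusive means no clear call, values can overlap the other calls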;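 further: capsule biogenesis inhibitors block K1F phage lysis so surviving cells raise fluorescence; higher fluorescence means more inhibition of phage lysis; actives were called in the ten point dose series up to 300 µM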
GPR55 LPI antagonism = GPR55 antagonists blocking LPI-driven arrestin recruitment, primary screen, imaging, U2OS, beta-arrestin-GFP, LPI agonist (AID 2013). one-dose inhibition, % at 10 µM; IC50 in µM for titrated hits. 290,000 tested, 0.13% active. U2OS GPR55 beta-arrestin-GFP translocation imaging, LPI antagonism; higher % means a stronger effect. G-protein coupled receptor 55 (Homo sapiens);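 active means spots per cell inhibited over 60%, with over 100 cells counted and total cytoplasm intensity under 500,000; inconclusive means wells with under 100 cells, flagged as likely toxic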;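 further: U2OS cells stably carrying GPR55 and arrestin-GFP stimulated by 5 µM LPI near EC80; imaged beta-arrestin-GFP aggregate spots per cell after agonist stimulation; plate controls were LPI-stimulated DMSO wells for no effect and DMSO wells without LPI for full effect; some results filed as inactive read as strong as hits; confirmed hits need IC50 under 10 µM and bright autofluorescent wells are also inconclusive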
HIV fusion peptide = inhibitors of HIV fusion peptide binding, primary screen, biochemical, uHTS, fluorescence dequenching (AID 1986); cell-free peptide binding, fluorescence dequenching, 30 min; higher % means a stronger effect; inhibition, % at 20 µM; hits with a dose series show IC50 in µM; 290,000 tested, 0.3% active; in the data active means inhibition mostly above about 52%, no sharp cut-off; inactive means mostly below about 76%; further: some results filed as inactive read as strong as hits
Dengue-2 NS5 capping = Dengue-2 NS5 methyltransferase inhibitors, primary screen, biochemical, confirmation dose response (AID 588689); Genome polyprotein (Dengue virus type 2 (strain 16681-PDK53)); Dengue-2 NS5 methyltransferase capping enzyme assay, biochemical; higher % means a stronger effect; inhibition, % at 25 µM; hits with a dose series show IC50 in µM; 340,000 tested, 0.3% active; in the data active means a potency from the dose series; inconclusive means inhibition above about 29% without an active follow-up result
Salmonella PhoP GFP = inhibitors of PhoP regulon expression, primary screen, Salmonella Typhimurium, GFP reporter (AID 1863); 300,000 tested, 0.16% active; S. Typhimurium PhoP-regulated promoter GFP reporter, 4 h; higher % means a stronger effect; one-dose inhibition, % at 50 µM; IC50 in µM for titrated hits;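 active means inhibition over 29.93%, a cutoff 3 SD above the screen mean, later confirmed by dose response; inconclusive means inhibition over 29.93% but no dose response follow-up; inactive means inhibition at most 29.93% or unconfirmed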;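 further: 0% = low Mg2+ inducing control and 100% = high Mg2+ repressing control; strong numbers were not always called active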
GPR35 arrestin U2OS = GPR35 antagonists blocking zaprinast-driven arrestin recruitment, primary screen, imaging, U2OS, beta-arrestin-GFP, zaprinast agonist (AID 2058). G-protein coupled receptor 35 (Homo sapiens). U2OS GPR35 beta-arrestin-GFP translocation imaging, zaprinast antagonism; higher % means a stronger effect. inhibition, % at 10 µM; hits with a dose series show IC50 in µM. 290,000 tested, 0.052% active;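 active means inhibition of at least 50% with at least 30 cells and total cytoplasm GFP at most 10,000,000; inconclusive means under 30 cells or total GFP of 10,000,000 plus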
Dengue-2 NS5 capping pilot replicate = second read-out of Dengue-2 NS5 capping, no call of its own (marks repeat the call); inhibition, %; measured here: pilot screen replicate inhibition
* hit, by the source's call; u = inconclusive; x = not tested or not shown; [ ] = another dose, or the depositor's remark. Compounds were not picked by outcome. About 1.5% of those tested had a hit in this group.

SMILES | Large T inhibition | RSV CPE inhibition | MgcRacGAP inhibition | K1F lysis inhibition | GPR55 LPI antagonism | HIV fusion peptide | Dengue-2 NS5 capping | Salmonella PhoP GFP | GPR35 arrestin U2OS | others
Oc1ccccc1N1CCN(CC(O)COC2CCCc3ccccc32)CC1 (centres undefined) | 15% | -0.4% | 28% | 0.5% | 9% | 0.2% | -7% | -5% | 9%
CCCCNc1c(-c2ccc(OC)c(Sc3ccc(OC)cc3)c2)nc2ccccn12 | 22% | -4.8% | 1% | 1.5% | x | x | 2% | 21% | x
CC1(C)CC(=O)C2=C(C1)OC(N)=C(C#N)C2c1cn(-c2ccccc2)nc1-c1ccc(F)cc1 (centres undefined) | 0% | u | 9% | 0.5% | 3% | 5.7% | -4% | 2% | -9%
NC(=O)c1nsc(C(=O)N(CC(=O)NC2CCCCC2)Cc2ccc(F)cc2)c1N | 2% | 2.1% | 5% | 0.2% | 3% | -0.1% | -1% | 6% | 6%
Oc1ccc(-c2[nH]ncc2-c2ccc(Br)cc2)c(O)c1 | 26% | u | 27% | -1.0%[50 µM] | 0% | 0.1% | 6% | 1% | 13%
CCCCNC(=O)C1Cc2cc(S(=O)(=O)N3CCCC3)ccc2N1C(C)=O (centres undefined) | 8% | 1.2% | 10% | 2.0% | 13% | 1.3% | 3% | -12% | 3%
O=C(CCCn1ncn2c(cc3occc32)c1=O)N1CCc2ccccc2C1 | 11% | 1.5% | 13% | 1.2% | -7% | 12% | 8% | -5% | -12%
COc1cccc2c1OCC/C2=N\NC(=O)COc1ccc(C)cc1 | 8% | 1.8% | 13% | 4.0% | 11% | -2.6% | 0% | -12% | 8%
CC(Sc1nc(N)c2c3c(sc2n1)CSC(C)(C)C3)C(=O)Nc1ccccc1 (centres undefined) | 4% | u | -10% | -2.7% | -4% | 3.1% | -8% | 0% | -12%
CCCN1CCC(NC(=O)C2CC=CCC2C(=O)O)CC1 (centres undefined) | 0% | 0.7% | 4% | 2.3%[50 µM] | 1% | -0.7% | -2% | 2% | -8%
CC(C)CCN1CCN(Cc2cccn2-c2ccccn2)CC1CCO (centres undefined) | 1% | -0.5% | 4% | 0.0% | 9% | 3.1% | 1% | 2% | -5%
CCOc1ccc2c(c1)c(N=O)c(O)n2C | 0% | 8.8% | 2% | -0.4% | -1% | -0.9% | -2% | 3% | -13%
CN(CCc1ccccn1)c1ncnc2[nH]ncc12 | -3% | 21% | 7% | 0.8% | 11% | -2.1% | -2% | 24% | -4%
N#CCCn1cc(/C=N/O)c(-c2ccc(-c3ccccc3)cc2)n1 | -1% | 1.3% | 14% | 1.6% | -1% | 1.0% | -7% | -4% | -4%
O=c1c2[nH]c3ccccc3c2ncn1CCN1CCOCC1 | 18% | 2.5% | 6% | 0.1% | -8% | 18% | 0% | -3% | -4%
Clc1ccc(-c2csc(N3CCC(c4ccccc4)C3)n2)cc1 (centres undefined) | 3% | 10% | -6% | 2.0% | 29% | -2.9% | -3% | 8% | 12%
CC1=C(C(=O)N2CCOCC2)C(c2ccc(OC(F)F)cc2)NC(=S)N1c1ccccc1 (centres undefined) | 15% | 1.1% | 6% | 0.5% | 4% | 2.2% | 3% | 11% | -10%
NC(=O)Cn1c(-c2nonc2N)nc2ccccc21 | 14% | -1.7% | 10% | -0.4% | 9% | 6.4% | -20% | 6% | 6%
CC(C)CCNC(=O)Cc1csc(-c2ccccc2)n1 | 4% | 5.7% | 3% | -0.5% | 2% | 3.8% | -8% | -4% | 0%
COc1ccccc1CCNC(=O)C1CCC(=O)N(C2CC2)C1 (centres undefined) | 2% | 0.7% | 1% | -0.5% | -16% | -0.4% | -14% | -3% | 2%
COc1ccc(CNCCC(c2ccc(OC(C)C)cc2)c2ccccc2OC)cc1OC (centres undefined) | 8% | 2.1% | x | 0.2% | 31% | -1.5% | -5% | 12% | 4%
CC1C/C(=N/N2C(=O)CSC2=S)CC(C)(C)C1 (centres undefined) | 38% | 3.5% | -10% | 0.5% | 0% | 4.1% | 4% | -13% | -8%
CN(C)c1ccc(/C=N/NC(=O)CNC(=O)c2ccco2)cc1 | 10% | 3.0% | 8% | -0.2% | 18% | -3.4% | -9% | 2% | 1%
CCOc1ccc(NC(=O)CN(C)c2ccc(S(=O)(=O)N3CCOCC3)cn2)cc1OCC | 15% | 5.2% | 11% | 0.0% | -9% | -2.6% | 2% | -6% | 2%
Cc1ccc(C(=O)/C=C/c2ccc(-c3ccc(C)cc3)o2)cc1 | 12% | 15% | -9% | -0.5% | -2% | 22% | -4% | -5% | 1%
CC1CCCCN1S(=O)(=O)c1cccc(S(=O)(=O)N2CCOCC2)c1 (centres undefined) | 4% | 0.5% | 13% | -0.1% | 2% | 2.9% | -6% | -5% | 3%
Cc1sc2ncnc(NCc3cccs3)c2c1C | 21% | 0.8% | 11% | -0.2% | -17% | -2.0% | 0% | -7% | -4%
CNC(=S)N/N=C/c1ccc(OCc2ccccc2)c(Br)c1 | 7% | 1.3% | 11% | 2.3% | 2% | 1.7% | -9% | -18% | -8%
Cc1cc(NC(=O)CSc2nnc(-c3ccncc3)n2C)n(-c2ccccc2)n1 | 16% | 2.3% | 11% | 0.7% | 11% | 1.3% | -10% | -4% | -14%
Cc1ccc(C2C3=C(CC(C)(C)CC3=O)OC3=C2C(=O)CC(C)(C)C3)cc1 | 4% | 2.4% | -14% | -0.2% | -3% | -0.2% | 10% | 2% | -4%
S=C(Nc1ccccc1Cl)N1CCCCC1 | 7% | 0.2% | 3% | -0.8% | 0% | -1.2% | -7% | -7% | 4%
Cc1ccc(CC(=O)Nc2ncc([N+](=O)[O-])s2)cc1 | 5% | 20% | -2% | 0.2% | 13% | 0.9% | -5% | -7% | 6%
O=C(Nc1ccc([N+](=O)[O-])cc1)c1cncc(Br)c1 | 22% | 5.2% | 8% | -0.1% | 4% | -0.9% | -6% | 5% | -6%
N#Cc1ccc(C(=O)NCC(c2ccco2)N2CCCC2)cc1 (centres undefined) | 5% | 0.4% | -1% | 0.0% | 1% | -2.8% | 6% | -7% | 5%
CC(=O)Nc1ccc(S(=O)(=O)N2CCN(C(=O)N3CCCC3)CC2)cc1 | 20% | 0.6% | 2% | 0.2% | 7% | 0.5% | -2% | 8% | -20%
COc1ccc(NC(=O)CCCn2cc([N+](=O)[O-])cn2)cc1 | 2% | 1.0% | 2% | 0.5% | 3% | -0.5% | -5% | 5% | 10%
Cc1ccc(NC(=O)c2ccc(S(=O)(=O)N3CCOCC3)cc2)c(C)c1 | 7% | 2.1% | 20% | 0.0% | -3% | -0.8% | -6% | -4% | -2%
COc1ccc(Nc2nc(N3CCCC3)c3ccccc3n2)cc1 | 17% | u | -3% | 2.1% | 43% | -5.0% | -12% | -37% | -4%
O=C(Cc1ccsc1)Nc1cc(F)ccc1F | 4% | -0.1% | 6% | 0.6% | -5% | 0.3% | -4% | 4% | 5%
CN(Cc1ccccc1)C(=O)c1ccc(NC(=O)Cc2cccc(NC(=O)C3CCCN(C(=O)C4CCCCC4)C3)c2)cc1 (centres undefined) | x | 5.7% | 5% | 0.6% | x | x | -10% | x | x
COCCN(CCOC)S(=O)(=O)c1ccc(C(=O)Nc2nc3c(s2)CCc2ccccc2-3)cc1 | 5% | 0.4% | -2% | 0.4%[50 µM] | 0% | -1.8% | -3% | -14% | 2%
COc1cccc(/C=C2\SC(=S)NC2=O)c1OS(=O)(=O)c1ccc(NC(C)=O)cc1 | 14% | 0.7% | 3% | -0.9%[50 µM] | -4% | 34% | 7% | -9% | -1%
COc1ccc(N2CCN(C3CCCN(C(=O)CN4CCOC4=O)C3)CC2)cc1 (centres undefined) | 27% | 1.4% | 29% | -0.1% | -2% | -0.1% | 0% | -1% | 6%
CCS(=O)(=O)Nc1cc(OC)c(OC)cc1Cc1nccc2cc(OC)c(OC)cc12 | 30% | 2.1% | 8% | 0.9%[50 µM] | 1% | -0.4% | -2% | 2% | 6%
Cc1cc(F)ccc1NC(=O)c1cccnc1 | 4% | 4.2% | 3% | 0.6% | 6% | 0.3% | -3% | -2% | -13%
COc1ccc(NC(=O)NC2CCCCC2C)cc1 (centres undefined) | 4% | 1.2% | 5% | 0.5% | 4% | -0.2% | -19% | 4% | -4%
CC(=O)N(CC(=O)O)c1ccccc1 | 0% | 0.6% | 3% | 7.0% | 1% | -1.5% | 1% | 8% | 11%
O=C(NCc1ccco1)c1ccccc1SCC(=O)N1CCCC1 | x | 1.0% | 10% | 0.8%[50 µM] | x | x | -2% | x | x
COc1cccc(C(=O)Nc2c3c(nn2-c2ccc(Cl)cc2)CS(=O)(=O)C3)c1OC | 9% | 2.3% | 8% | 0.4% | -2% | -3.1% | -2% | 1% | -22%
Cc1ccc(S(=O)(=O)N2CCC(C(=O)NCCCN3CCOCC3)CC2)cc1 | 7% | -0.6% | 5% | 1.4%[50 µM] | x | x | -9% | -9% | x

The list continues:
SMILES | Large T inhibition | RSV CPE inhibition | MgcRacGAP inhibition | K1F lysis inhibition | GPR55 LPI antagonism | HIV fusion peptide | Dengue-2 NS5 capping | Salmonella PhoP GFP | GPR35 arrestin U2OS | others
O=C(Nc1ccccc1C(F)(F)F)c1ccc(CN2CCC(Cc3ccccc3)CC2)cc1 | 6% | -2.8% | 12% | 0.2% | 8% | -0.1% | 5% | 27% | 2%
Cc1c(NCc2ccncc2)cccc1C(=O)O | 9% | 1.7% | -5% | 0.1% | -7% | 0.7% | -5% | -7% | 6% | Dengue-2 NS5 capping pilot replicate=4.2
COCc1ccc(C(=O)N2CCCC(N(C)CCc3ccc(OC)c(OC)c3)C2)s1 (centres undefined) | 7% | -1.3% | -4% | 0.7% | -1% | 2.2% | 1% | -6% | 8%
CCOC(=O)C1CCN(C(=O)c2ccc(N(C)S(=O)(=O)c3ccc(OC)cc3)cc2)CC1 | -8% | 0.3% | 2% | -0.1% | -3% | 0.9% | -6% | -1% | -18%
O=C1c2cccc3c(N4CCCCC4)ccc(c23)C(=O)N1c1ccccc1O | 17% | 2.2% | 11% | 0.3% | 7% | 100%* | u | -34% | 9%

Bioassay records from PubChem.
